From PubChem BioAssay
KLK7 zymogen act: activators of human kallikrein-7 zymogen; P49862; AID 652039; hit rate 0.9% among 370,000; activation, % at 7 µM; purified proKLK7, EDANS-DABCYL substrate fluorescence; 100% is mature enzyme control, 0% vehicle;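 active = activation above the mean of all tested compounds plus 3 SD, computed per campaign excluding outliers beyond control limits, cut at about 13% in these data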
Target sequence (P49862 whole entry, looked up): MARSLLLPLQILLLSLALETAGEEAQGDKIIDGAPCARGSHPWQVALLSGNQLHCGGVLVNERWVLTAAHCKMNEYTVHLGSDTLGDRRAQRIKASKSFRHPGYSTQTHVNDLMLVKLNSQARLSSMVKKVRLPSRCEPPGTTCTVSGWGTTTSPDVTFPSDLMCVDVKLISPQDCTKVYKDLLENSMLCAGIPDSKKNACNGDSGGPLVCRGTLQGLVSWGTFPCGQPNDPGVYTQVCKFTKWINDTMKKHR
PRMT1 inh: PRMT1 (human) inhibition, primary screen; Q99873; recombinant PRMT1, activity-based probe fluorescence polarization; inhibition, % at 2.79 µM; hit rate 1.3% among 370,000; AID 652257;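 active = inhibition above about 21% made by adding two undisclosed values, limit read from the data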
Target sequence (Q99873 whole entry, looked up): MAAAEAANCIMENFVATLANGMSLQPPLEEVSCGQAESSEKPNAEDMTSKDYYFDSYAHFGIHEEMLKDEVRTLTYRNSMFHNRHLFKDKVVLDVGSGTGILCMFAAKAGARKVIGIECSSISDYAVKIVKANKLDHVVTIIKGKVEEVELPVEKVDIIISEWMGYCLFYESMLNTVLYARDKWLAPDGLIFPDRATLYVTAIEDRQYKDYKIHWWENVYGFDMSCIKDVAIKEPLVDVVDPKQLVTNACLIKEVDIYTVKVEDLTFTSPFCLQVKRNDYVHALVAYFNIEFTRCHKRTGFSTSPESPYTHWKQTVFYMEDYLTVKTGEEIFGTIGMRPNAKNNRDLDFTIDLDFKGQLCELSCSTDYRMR
TCR CD3 inh: human TCR-CD3 binding inhibition. TAMRA-labeled TCR probe fluorescence, biochemical. inhibition, % at 9.4 µM. hit rate 0.37% among 360,000. AID 651800; in the data active = inhibition above about 19%;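 also: recombinant mutant TCR 2C K166C tagged with TAMRA read by polarization; 0% = receptor in buffer alone and 100% = receptor with positive control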
UHRF1 binding: human UHRF1 methylated DNA binding inhibitors; Q96T88; UHRF1 binding to methylated oligo, TR-FRET; inhibition, % at 4.4 µM; hit rate 0.75% among 370,000; in the data active = inhibition above about 21%;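 also: UHRF1 SRA domain binding a hemimethylated CpG hairpin DNA probe; 0% = median of test compound wells and 100% = reference inhibitor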
MBD2 inh: blocks human MBD2 binding to methylated DNA. inhibition, % at 4.4 µM. Q9UBB5. hit rate 0.31% among 370,000. AID 686964. TR-FRET, MBD2 binding to methylated oligonucleotide; in the data active = inhibition above about 13%
DDE Tn6 FP inh: inhibitors of Tn6 peptide binding to human fibrin DD(E); P02675; Fibrin DD(E) TRITC-Tn6 fluorescence polarization displacement; inhibition, % at 8.3 µM; hit rate 0.21% among 370,000;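 active = inhibition above a per-campaign cutoff: mean of compounds within control limits plus 3 SD, cut at about 15% in these data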;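 also: 0% = median of all compound wells on the plate and 100% = blocking peptide control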
SIAE inh: inhibitors of human sialic acid acetylesterase SIAE; hit rate 0.69% among 370,000; inhibition, % at 9.66 µM; SIAE FP-Rh probe binding, fluorescence polarization; Q9HAT2;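 active = inhibition above a cutoff: mean of compounds within the control limits plus 3 SD of those, cut at about 17% in these data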;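 also: 0% = plate median of compound wells and 100% = probe without SIAE protein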
LEDGF integ inh: blocks HIV-1 LEDGF/p75-dependent DNA integration | TR-FRET IN-LEDGF/p75 DNA integration, Eu/Cy5 | inhibition, % at 3.7 µM | hit rate 0.64% among 370,000 | AID 743269;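 active = inhibition above the screen-wide mean plus 3 SD, cut at about 13% in these data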;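 also: signal is the Cy5 over europium emission ratio at 671 and 618 nm; 0% = plate median of compound wells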
Tn7 DDE FP: disrupts Tn7 cyclic peptide binding to fibrin D-Dimer-E complex. P02675. FP displacement of FITC-Tn7 peptide from fibrin DD(E); 0% = median of compound wells per plate. inhibition, % at 8.3 µM. hit rate 0.13% among 370,000;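 active = inhibition above the mean of compounds falling within the control limits plus 3 SD of them, cut at about 14% in these data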;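 also: 0% = plate median of compound wells and 100% = 10 µM Aha-Tn7 peptide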
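assay system = human clot-derived fibrin DD(E) complex | quantity = Fibrin-DD(E) at 2 µM final | timing = 10 min preincubation, 3 h with tracer, room temperature | signal = fluorescence polarization | measure = percent inhibition | benchmarks = high control wells with 10 µM unlabelled Aha-Tn7 peptide (full inhibition) | replicates = singlicate testing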
TDP2 absorb: blocks human TDP2 phosphodiesterase activity; O95551; recombinant TDP2, T5PNP hydrolysis, p-nitrophenol absorbance 415 nm; inhibition, % at 12.8 µM; hit rate 0.34% among 370,000; AID 720702;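 active = inhibition above the mean of all tested compounds plus 3 SD, set per campaign, cut at about 25% in these data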;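 also: 0% = DMSO with enzyme and 100% = buffer with substrate but no TDP2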
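System – recombinant human TDP2 · Quantity – TDP2 enzyme at 120 nM final · Doses – single concentration, 12.8 µM nominal, with 1% DMSO · Incubation – 2 h at 37 °C · Measured by – epi absorbance of p-nitrophenol freed from T5PNP by hydrolysis · Read-out – % inhibition relative to enzyme-containing and enzyme-free wells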
Numbers without * were called inactive.

1. O=C(Nc1c2c(nn1-c1cccc(Cl)c1)CS(=O)(=O)C2)c1cccs1
2. COc1ccc(CCNC(=O)c2cc(CC(C)C)on2)cc1OC
3. CCc1ccc(NC(=O)C(=O)NCCN2CCN(S(=O)(=O)c3ccccc3)CC2)cc1
4. CC1CCCN(C(=O)c2ccc3c(=O)n4nc(Nc5ccccc5)sc4nc3c2)C1 (stereo not drawn)
5. CCOc1cccc(-c2c(C(=O)N/N=C/c3ccc(C)o3)nnn2-c2nonc2N)c1

screen / no.	1	2	3	4	5
KLK7 zymogen act	-0.7	0.4	-0.1	0.3	-12
PRMT1 inh	8	1	4	2	3
TCR CD3 inh	-11	-1	-3	-5	-4
UHRF1 binding	2	1	1	1	5
MBD2 inh	5	1	2	4	0
DDE Tn6 FP inh	1	-1	1	-2	3
SIAE inh	-6	3	4	-2	5
LEDGF integ inh	-4	-3	-2	-3	1
Tn7 DDE FP	3	1	4	9	0
TDP2 absorb	-14	8	2	8	-3

6. N/C(=N\c1nc2ccccc2o1)NC(=O)c1ccc([N+](=O)[O-])cc1
7. COc1cc2c(cc1OC)C(O)C(O)(CO)C(C(=O)O)C2c1cc(OC)c(OC)c(OC)c1 (stereo not drawn)
8. Cc1cc(=O)[nH]c(NN=C2CCC(C(C)(C)C)CC2)n1 (stereo not drawn)
9. Cc1cc(=O)[nH]c(N=N/C(=N/Nc2ccc(O)cc2)c2ccccc2)n1
10. COc1ccc(C)cc1NC(=O)c1cc(S(=O)(=O)N2CCCC2)cn1C

screen / no.	6	7	8	9	10
KLK7 zymogen act	0.0	-0.4	0.9	0.1	0.4
PRMT1 inh	-2	1	3	17	2
TCR CD3 inh	-1	1	1	-4	0
UHRF1 binding	-2	-3	-1	-1	-1
MBD2 inh	-2	-1	0	1	2
DDE Tn6 FP inh	-11	5	0	-1	0
SIAE inh	4	-10	5	13	-1
LEDGF integ inh	0	1	1	-2	-3
Tn7 DDE FP	-4	1	-7	-1	1
TDP2 absorb	3	6	5	1	3

Sorted by value in MBD2 inh (rising): some entries from above
6. N/C(=N\c1nc2ccccc2o1)NC(=O)c1ccc([N+](=O)[O-])cc1
8. Cc1cc(=O)[nH]c(NN=C2CCC(C(C)(C)C)CC2)n1 (stereo not drawn)
9. Cc1cc(=O)[nH]c(N=N/C(=N/Nc2ccc(O)cc2)c2ccccc2)n1

screen / no.	6	8	9
KLK7 zymogen act	0.0	0.9	0.1
PRMT1 inh	-2	3	17
TCR CD3 inh	-1	1	-4
UHRF1 binding	-2	-1	-1
MBD2 inh	-2	0	1
DDE Tn6 FP inh	-11	0	-1
SIAE inh	4	5	13
LEDGF integ inh	0	1	-2
Tn7 DDE FP	-4	-7	-1
TDP2 absorb	3	5	1

The listing continues.
11. COc1ccc(S(N)(=O)=O)cc1C(=O)OCC(=O)N1CCCC(C)C1 (stereo not drawn)
12. O[C@@H]1CN(Cc2ccc(-n3cccn3)cc2)CC[C@H]1N1CCN(c2ccccc2F)CC1
13. Cc1ccc(-c2cc(C(=O)OC3CCOC3=O)c3ccccc3n2)c(C)c1 (stereo not drawn)
14. COc1ccc(CC(=O)OCC(=O)Nc2ccc(N3CCOCC3)cc2)cc1
15. Cc1c2ccccc2cc(Cc2ccccc2)[n+]1C

screen / no.	11	12	13	14	15
KLK7 zymogen act	-0.2	0.4	1.4	0.7	-0.1
PRMT1 inh	9	-2	-1	0	0
TCR CD3 inh	-4	1	3	0	2
UHRF1 binding	2	3	2	-3	-2
MBD2 inh	7	2	-3	3	-6
DDE Tn6 FP inh	-2	6	0	0	0
SIAE inh	-5	9	0	6	1
LEDGF integ inh	-8	-3	0	0	1
Tn7 DDE FP	6	10	2	-4	0
TDP2 absorb	-9	15	4	9	5

16. COCCNC(=O)NC(=O)CN1CCN(C(c2ccccc2)c2ccccc2)CC1
17. Cc1cc(C)nc(NCC(O)COc2ccccc2C)n1 (stereo not drawn)
18. Cc1ccc(C(=O)NC2(C(Cl)Cl)N=C(c3ccccc3)N=C2N)cc1 (stereo not drawn)
19. COc1cccc(C2CCCCN(C)C2=O)c1 (stereo not drawn)
20. O=C(CSc1nccc(=O)[nH]1)N1CCCc2ccccc21

screen / no.	16	17	18	19	20
KLK7 zymogen act	0.6	-0.5	-0.3	0.4	-0.1
PRMT1 inh	0	-3	2	-5	3
TCR CD3 inh	-4	9	-4	3	7
UHRF1 binding	2	11	3	2	-2
MBD2 inh	-2	5	5	-3	-3
DDE Tn6 FP inh	-8	-1	-3	8	0
SIAE inh	2	-10	-11	5	-1
LEDGF integ inh	-1	4	0	-4	2
Tn7 DDE FP	-2	5	1	0	-4
TDP2 absorb	-8	-18	4	10	5

Next section (3 carried over from the part before).
18. Cc1ccc(C(=O)NC2(C(Cl)Cl)N=C(c3ccccc3)N=C2N)cc1 (stereo not drawn)
19. COc1cccc(C2CCCCN(C)C2=O)c1 (stereo not drawn)
20. O=C(CSc1nccc(=O)[nH]1)N1CCCc2ccccc21
21. CCOc1cc(N2CCOCC2)c(OCC)cc1NC(=O)Cn1nc(C)c([N+](=O)[O-])c1C
22. COc1cc(-c2nnc(NC(=O)CS(=O)(=O)c3ccc(Cl)cc3)o2)cc(OC)c1OC
23. Cn1cc(S(=O)(=O)N2CCOCC2)cc1C(=O)O
24. O=C(NC(=S)Nc1ccccc1N1CCCCC1)c1ccccc1

screen / no.	18	19	20	21	22	23	24
KLK7 zymogen act	-0.3	0.4	-0.1	0.7	-0.5	0.6	0.3
PRMT1 inh	2	-5	3	-7	-1	-1	-3
TCR CD3 inh	-4	3	7	-3	-2	-4	0
UHRF1 binding	3	2	-2	4	1	12	-4
MBD2 inh	5	-3	-3	3	5	5	-5
DDE Tn6 FP inh	-3	8	0	-1	-8	-1	3
SIAE inh	-11	5	-1	1	2	-3	-10
LEDGF integ inh	0	-4	2	4	15*	1	0
Tn7 DDE FP	1	0	-4	-1	10	-3	3
TDP2 absorb	4	10	5	-14	-5	2	4
